# Bcl-B TR3 displacers – displacers of TR3 peptide from Bcl-B, primary screen, selectivity assay for Bfl-1 inhibitor project, biochemical, fluorescence polarization; FP displacement of FITC-TR3 peptide from Bcl-B; higher % means a stronger effect; one-dose displacement, % at 20 µM; IC50 in µM for titrated hits; 0.11% of 96,000 active;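 active = displacement above 50% at 20 µM plus a fluorescence interference ratio under 1.5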;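 also: plate controls were wells without compound for no effect and wells lacking Bcl-B protein for full effect; a part of the inactive calls stands beside numbers as strong as those of hits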
# IL1B NFkB pot – enhances IL-1B driven NFkB nuclear translocation; HUVEC IL-1B NFkB p65 nuclear translocation imaging; activation, % at 2 µM; 0.3% of 94,000 active;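 active = activation above 40%, about the mean plus 3 SD, also judged a hit on visual image review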;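 also: percent activation is computed from the nuclear over cytoplasmic p65 intensity ratio; values of inactives mirror those of a sister screen read the other way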
# NFkB transloc inh – blocks IL-1B driven NFkB nuclear translocation in HUVEC cells. 0.43% of 94,000 active. inhibition, % at 2 µM. AID 796. HUVEC IL-1B NFkB p65 nuclear translocation imaging;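 active = inhibition above about 30% together with a positive call from visual inspection of the well image, limit read from the data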;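 also: nuclear over cytoplasmic p65 intensity ratio measured by imaging; 0% = IL-1B stimulated DMSO wells and 100% = unstimulated DMSO wells; values of inactives mirror those of a sister screen read the other way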
# PLAP inhibition – inhibition of human placental alkaline phosphatase – biochemical, luminescence, HTS (AID 690) | purified PLAP, luminescent substrate; higher % means a stronger effect | inhibition, % at 20 µM; hits with a dose series show IC50 in µM | 0.08% of 96,000 active; in the data active = a potency from the dose series; inactive = the rest, 99 in 100 with inhibition below about 30%; also: strong numbers were not always called active
# MRP reversal – reverses drug resistance mediated by MRP; H69AR cells + 2 uM doxorubicin, CellTiter-Glo, 72 h; differential viability (reversal), % at 10 µM; 0.04% of 85,000 active; AID 602;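 active = viability drop by adding the cancer drug above about 55%, with treated viability meeting a 40% cutoff, limit read from the data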;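 also: viability without doxorubicin minus viability with 2 µM doxorubicin for each compound; larger differential means the compound sensitizes cells more to doxorubicin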
# MRP reversal cytotoxicity – second read-out of MRP reversal, no call of its own (marks repeat the call); viability, %; H69AR cells, CellTiter-Glo, 72 h; measured here: cytotoxicity without doxorubicin
# MRP reversal with doxorubicin – second read-out of MRP reversal, no call of its own (marks repeat the call); viability, %; measured here: viability with 2 uM doxorubicin; active compounds read low
# NFkB transloc inh cell count 2 µM – second read-out of NFkB transloc inh, no call of its own (marks repeat the call); cell count; measured here: cells passing quality filter;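 raw number of nuclei counted in each imaged well without normalization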
# IL1B NFkB pot cell count 2 µM – further read-out of IL1B NFkB pot, marked with its call; cell count; measured here: cells passing quality filter
# An asterisk follows results filed as active; x = not tested or not shown.
SMILES,Bcl-B TR3 displacers,IL1B NFkB pot,IL1B NFkB pot cell count 2 µM,NFkB transloc inh,NFkB transloc inh cell count 2 µM,PLAP inhibition,MRP reversal,MRP reversal cytotoxicity,MRP reversal with doxorubicin
CCOC(=O)c1cc(NC(=O)NCc2ccco2)c(C)nc1C,-10%,-1,148,1,148,-12%,-2,94,96
O=C(NC1CC2CCC1C2)c1ccc(CN2CCOCC2)cc1 (stereo not drawn),0%,21,122,-21,122,-16%,4,87,83
Cc1cccc(OCC(=O)Nc2ccc3c(c2)OCO3)c1C,-2%,5,106,-5,106,21%,-1,91,92
C=C(C)CNC(=S)NNC(=O)c1ccco1,-8%,11,146,-11,146,-100%,-9,104,114
COc1cccc(C(c2nnnn2CCc2ccccc2)N2CCN(c3ccccc3)CC2)c1OC (stereo not drawn),x,5,189,-5,189,x,-4,76,81
Cc1cccc(Nc2nc(N)nc(CN3CCC(C(N)=O)CC3)n2)c1C,-12%,32,128,-32,128,12%,1,92,91
N#CC1(c2ccccc2)CCCN1C(=O)c1ccc(Br)cc1 (stereo not drawn),0%,-15,151,15,151,14%,-10,95,106
Cc1ccc(S(=O)(=O)N2Cc3ccccc3CC2C(=O)Nn2cnnc2)cc1 (stereo not drawn),-6%,18,117,-18,117,-3%,-2,83,85
Cc1cc(Nc2ccccc2)nc(N2CCOCC2)n1,0%,-1,152,1,152,1%,-5,74,78
CC(C)COc1ccc(/C(=N/O)c2ccccc2)cc1,-1%,-4,99,4,99,33%,1,50,50
COc1ccccc1NC(=O)CS(=O)(=O)c1cccc2nsnc12,-9%,6,138,-6,138,20%,12,97,85
Clc1ccc(Oc2nc3ccccc3n3cccc23)cc1,2%,-3,115,3,115,23%,x,x,x
Cc1ccc(S(=O)(=O)CNC(=S)c2cccc(C)c2)cc1,0%,-23,131,23,131,-3%,x,x,x
Cc1ccc(-c2nnc(N3CCN(C(=O)CSc4ncn[nH]4)CC3)c3ccccc23)cc1,-9%,-6,101,6,101,-61%,-1,76,77
O=S1(=O)CCC(N2CCOCC2)C1 (stereo not drawn),11%,-11,177,11,177,24%,0,107,107
CCN(C(=O)CSc1nc2nc(C)cc(C)n2n1)c1cccc(C)c1,10%,-1,89,1,89,-33%,-7,90,97
Cc1ccccc1CS(=O)(=O)Cc1ccc(C(=O)NCc2ccccn2)o1,22%,-7,105,7,105,-5%,10,96,86
Cc1nnc(SCc2ccc(F)cc2)s1,-9%,-6,116,6,116,-4%,-7,101,108
CCC(c1ccccc1)c1nc(-c2ccccn2)no1 (stereo not drawn),2%,-10,134,10,134,2%,6,92,86
CCn1c(=O)c(C(=O)NCc2ccc(OC)c(OC)c2)c(O)c2ccccc21,14%,-14,81,14,81,-15%,-1,84,86
Cc1ccc(-c2cc(C(=O)Nc3cc(C)ccc3C)[nH]n2)c(O)c1,x,1,190,-1,190,x,-2,101,102
O=C(/C=C\c1ccccc1)Nc1nccs1,x,-5,164,5,164,x,-8,78,86
COc1cccc(C(=O)NC2=NCCS2)c1OC,-2%,6,118,-6,118,-9%,20,97,77
Cc1cc(NC(=O)c2cc3ccccc3o2)cc(C)c1OCC(=O)N1CCOCC1,-2%,-5,137,5,137,-47%,9,94,85
O=c1[nH]c(CN2CCN(Cc3ccc4c(c3)OCO4)CC2)nc2ccccc12,x,17,166,-17,166,x,x,x,x
Cc1c(Cl)c([N+](=O)[O-])nn1Cc1ccc(C(=O)N/N=C\c2cc(Cl)ccc2O)o1,-2%,-4,152,4,152,-14%,x,x,x
C=CCSC1=Nc2sccc2C2=NC(=O)CN12,-8%,17,193,-17,193,-48%,x,x,x
O=[N+]([O-])c1cc2c(cc1/C=N/n1c(-c3ccccc3)n[nH]c1=S)OCO2,-5%,-6,135,6,135,-32%,x,x,x
O=C(Nc1ccccc1N1CCOCC1)c1cccs1,x,-11,108,11,108,x,6,98,91
COC(=O)c1ccc(Cl)c(NC(=O)CSc2ncn[nH]2)c1,-9%,6,122,-6,122,-84%,18,97,79
O=S(=O)(Cc1ccccc1)NCc1ccccn1,-5%,15,129,-15,129,-27%,10,99,89
O=C(NN1C(=O)C2C3C=CC(C4CC34)C2C1=O)c1ccc(Cl)cc1 (stereo not drawn),-1%,4,126,-4,126,4%,x,x,x
COc1ccc(NC(C)=O)cc1NC(=O)CCn1c(=O)sc2ccccc21,x,1,105,-1,105,x,-1,81,83
COCCn1c(C(C)C)nc2oc3ccccc3c(=O)c2c1=O,-1%,23,120,-23,120,-10%,-6,70,75
CN1CCN(C(=O)CSc2nc(-c3ccncc3)ccc2C#N)CC1,-5%,x,x,x,x,-23%,-14,75,89
O=C(Cc1c(O)c2ccccc2[nH]c1=O)NC1CCCCCC1,-7%,x,x,x,x,12%,-4,97,101
Cc1ccc(C=Nc2ccccc2C(N)=O)cc1,3%,x,x,x,x,14%,-18,22,40
CCOc1nonc1C(=N)/C(C(C)=O)=C(\C)O,8%,1,142,-1,142,-1%,5,99,94
CC1CCCCN1C(=O)c1cc(-c2ccc(Cl)c(Cl)c2)on1 (stereo not drawn),10%,-4,198,4,198,6%,3,97,94
COc1cc(C2C(C#N)=C(N)OC3=C2C(=O)CC(C)(C)C3)c([N+](=O)[O-])cc1OC (stereo not drawn),78%,-4,149,4,149,-6%,x,x,x
O=C(Nc1cc(N2CCOCC2)ncn1)NC1(C(F)(F)F)Oc2ccccc2O1,x,-9,127,9,127,x,0,27,27
c1ccc(-n2c(Cc3cn4ccsc4n3)nnc2N2CCOCC2)cc1,0%,-6,195,6,195,2%,-4,85,89
O=C(Oc1ccccc1C(=O)N1CCOCC1)c1ccc(Br)cc1,4%,13,62,-13,62,-14%,6,102,95
COc1ccc(OC)c2[nH]c(=O)c(CCNC(=O)c3ccc(S(=O)(=O)N(C)C)cc3)cc12,0%,32,97,-32,97,-28%,-4,81,85
CC1(C)Cc2ccccc2-c2nnc(-c3ccccc3)n21,-2%,x,x,x,x,13%,x,x,x
Cc1ccc(N2CCN(C(=O)CNS(=O)(=O)c3ccc(Br)s3)CC2C)cc1 (stereo not drawn),0%,22,111,-22,111,-56%,10,102,93
CCSc1nnc(NC(=O)CSc2nc3c(c(=O)n2-c2ccccc2)SCC3)s1,x,4,105,-4,105,x,x,x,x
Brc1ccc(-c2cn3nc4c(nc3n2)CCCC4)cc1,-47%,17,179,-18,179,-23%,0,86,85
O=c1c2cnn(-c3ccccc3)c2nc(-c2ccco2)n1-c1ccccc1,-7%,17,110,-17,110,16%,-8,45,53
C/C(=N\O)C(=O)NCc1ccncc1,-6%,-7,115,7,115,-7%,x,x,x
COc1ccccc1CN1C(=S)SC(C)(C)C1NO (stereo not drawn),-14%,13,143,-13,143,10%,-7,91,98
CN1C(=O)CSC1=NCC12CC3CC(CC(C3)C1)C2,1%,0,91,0,91,18%,15,94,80
Clc1ccc(-c2nc(N3CCCCC3)nc3ccccc23)cc1,x,-4,170,4,170,x,3,88,86
Cn1c(Sc2ccc(Br)cc2)c(C=O)c2ccccc21,-1%,0,140,0,140,-6%,x,x,x
CC(=O)N(C)C1(c2nnnn2CCOC(=O)Nc2ccc(Cl)cc2)CCCCC1,7%,1,118,-1,118,18%,10,93,83
CCC(C(=O)Nc1ncccn1)(C(F)(F)F)C(F)(F)F,-1%,19,154,-19,154,12%,-2,85,87
CCOc1cc2[nH]c(=S)n(CCCN3CCOCC3)c(=O)c2cc1OCC,1%,x,x,x,x,-73%,-20,64,84
CCOc1ccccc1C1CC(=O)NC2=C1C(=O)CCC2 (stereo not drawn),1%,-2,92,2,92,-6%,-20,23,43
Cc1cccc(OCCOCCN2CCOCC2)c1C,-8%,18,56,-18,56,-1%,5,93,88
O=C(O)C1C(C(=O)Nc2ccc(Cl)cc2)C2C=CC1C21CC1 (stereo not drawn),-14%,10,37,-10,37,8%,-4,100,104
# Next results.
SMILES,Bcl-B TR3 displacers,IL1B NFkB pot,IL1B NFkB pot cell count 2 µM,NFkB transloc inh,NFkB transloc inh cell count 2 µM,PLAP inhibition,MRP reversal,MRP reversal cytotoxicity,MRP reversal with doxorubicin
COc1cc(C(O)c2nc3ccccc3n2C)cc(OC)c1OC (stereo not drawn),-4%,0,99,0,99,-9%,x,x,x
COc1ccc(CN/C(C)=C(/C#N)C(N)=O)cc1OC,7%,-11,100,11,100,10%,x,x,x
CCOC(=O)c1cnc(-c2ccccc2)nc1N(C)C,-2%,1,73,-1,73,6%,-7,75,82
NC(CC(=O)O)c1cccc(OCc2ccccc2)c1 (stereo not drawn),-1%,x,x,x,x,2%,10,98,88
CCc1ccc2[nH]c(=O)c(CN(CCCO)C(=O)NCc3ccccc3)cc2c1,0%,23,73,-23,73,-36%,12,74,63
CCOc1ccc(Cn2c(=O)oc3ccc(C)cc32)cc1OC,7%,-7,89,7,89,0%,x,x,x
O=C(CN(Cc1ccccc1F)S(=O)(=O)c1ccc(Cl)cc1)NCCCO,-2%,22,167,-22,167,-9%,-9,90,99
O=C(C1CCCN(Cc2ccncc2)C1)N1CCc2ccccc2C1 (stereo not drawn),-15%,-11,148,11,148,-4%,22,90,68
O=C(O)CCCCCNC(=O)c1ccncc1,5%,0,135,0,135,-5%,-16,87,103
c1nc(NCCN2CCOCC2)c2sc3nc(N4CCOCC4)c4c(c3c2n1)CCC4,2%,x,x,x,x,-58%,-14,58,72
CC(=O)N(Cc1ccc(F)cc1)C1=C(NCc2ccccc2)C(=O)c2ccccc2C1=O,12%,19,171,-19,171,-29%,-3,4,6
COc1ccc(-c2cc3n(n2)CCc2nc4ccccc4n2-3)cc1,-7%,13,136,-13,136,-69%,-9,93,102
O=C(CN1CCCC1)Nc1ccc(Oc2ccc(NC(=O)CN3CCCC3)cc2)cc1,4%,5,145,-5,145,-46%,11,81,70

# Gathered by group: those above with an NH in an aromatic ring (9)
SMILES,Bcl-B TR3 displacers,IL1B NFkB pot,IL1B NFkB pot cell count 2 µM,NFkB transloc inh,NFkB transloc inh cell count 2 µM,PLAP inhibition,MRP reversal,MRP reversal cytotoxicity,MRP reversal with doxorubicin
Cc1ccc(-c2nnc(N3CCN(C(=O)CSc4ncn[nH]4)CC3)c3ccccc23)cc1,-9%,-6,101,6,101,-61%,-1,76,77
Cc1ccc(-c2cc(C(=O)Nc3cc(C)ccc3C)[nH]n2)c(O)c1,x,1,190,-1,190,x,-2,101,102
O=c1[nH]c(CN2CCN(Cc3ccc4c(c3)OCO4)CC2)nc2ccccc12,x,17,166,-17,166,x,x,x,x
O=[N+]([O-])c1cc2c(cc1/C=N/n1c(-c3ccccc3)n[nH]c1=S)OCO2,-5%,-6,135,6,135,-32%,x,x,x
COC(=O)c1ccc(Cl)c(NC(=O)CSc2ncn[nH]2)c1,-9%,6,122,-6,122,-84%,18,97,79
O=C(Cc1c(O)c2ccccc2[nH]c1=O)NC1CCCCCC1,-7%,x,x,x,x,12%,-4,97,101
COc1ccc(OC)c2[nH]c(=O)c(CCNC(=O)c3ccc(S(=O)(=O)N(C)C)cc3)cc12,0%,32,97,-32,97,-28%,-4,81,85
CCOc1cc2[nH]c(=S)n(CCCN3CCOCC3)c(=O)c2cc1OCC,1%,x,x,x,x,-73%,-20,64,84
CCc1ccc2[nH]c(=O)c(CN(CCCO)C(=O)NCc3ccccc3)cc2c1,0%,23,73,-23,73,-36%,12,74,63

# Screening results (PubChem)

# Not all compounds are listed, so the mix of outcomes need not match the whole.
